PKA-R2B act: activates the human PKA-R2B holoenzyme complex. P22694+P31323. PKA-R2B holoenzyme dissociation, Cy5-IP20 fluorescence polarization; R2B truncated from residue 108, S112A mutant; 0% DMSO only, 100% 113 µM cGMP. activation, % at 11.4 µM. 340,000 compounds, 0.079% hits. AID 504700;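 active means activation above a cutoff set at the mean over all compounds plus 3 SD, cut at about 18% in these data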;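 further: higher means more holoenzyme dissociation and a rise in polarization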
MOR-DOR inv ag: inverse agonists of human mu-delta opioid receptor heterodimerization; inhibition, % at 9.3 µM; cell-based MOR-DOR heterodimer luminescence, inverse agonism; P35372+P41143; AID 504357; 340,000 compounds, 0.21% hits; in the data active means inhibition above about 22%, passing the limit was not always enough;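 further: 0% = cells with DMSO and 100% = wells without cells with DMSO; values of inactives mirror those of a sister screen read the other way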
HTR5A inv ctr: inverse agonist of human HTR5A in OPRM1-OPRD1 counter-screen; AID 504634; inhibition, % at 9.3 µM; 340,000 compounds, 0.083% hits; P47898; HTR5A cell line, luminescence, inverse agonism; in the data active means inhibition mostly above about 23%, no sharp cut-off; inactive means mostly below about 18%;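 further: 0% = cells with DMSO and 100% = no-cell wells with DMSO; some compounds called inactive have numbers as strong as hits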
Target sequence (P47898 whole entry, looked up): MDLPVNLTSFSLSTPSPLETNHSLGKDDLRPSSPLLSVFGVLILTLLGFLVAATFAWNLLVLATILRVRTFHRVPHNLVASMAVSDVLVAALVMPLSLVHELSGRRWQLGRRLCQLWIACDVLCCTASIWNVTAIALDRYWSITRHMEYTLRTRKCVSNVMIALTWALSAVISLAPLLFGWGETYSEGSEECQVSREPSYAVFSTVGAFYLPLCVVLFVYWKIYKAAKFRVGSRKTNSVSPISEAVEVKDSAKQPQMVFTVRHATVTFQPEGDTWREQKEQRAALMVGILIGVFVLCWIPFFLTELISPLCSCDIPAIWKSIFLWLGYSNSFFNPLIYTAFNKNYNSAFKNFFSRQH
Arrestin-AP2 inh: inhibitors of human beta-arrestin and AP2 interaction. inhibition, % at 10 µM. 340,000 compounds, 0.31% hits. FITC-arrestin peptide / GST-AP2 beads, flow cytometry; AP2 beta2 appendage carries R879A mutation;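 active means inhibition above a set limit, near 3 SD of compounds lacking own fluorescence, cut at about 54% in these data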;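 further: plate controls were DMSO wells for no effect and 5 µM unlabelled arrestin peptide for full effect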
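Measured by: flow cytometry, FL1 (488/535 nm); Material: AP2 appendage R879A on GSH beads; Evaluation: percent response; Timing: pre-incubation 12 min, peptide binding 1 h, room temperature; Also added: 50 nM FITC-arrestin peptide; Medium: PBS with 0.05% Tween 20 and 0.1% BSA.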
DSG3 Ab inh: inhibitors of pemphigus antibody binding to human desmoglein-3; P32926; DSG3-coupled beads, scFv-anti-DSG3-GFP binding, flow cytometry; stronger effect = lower value; binding (percent of control), % at 10 µM; 310,000 compounds, 0.48% hits; AID 588358;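 active means binding more than 3 SD below its plate's average and above zero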; further: some compounds called inactive have numbers as strong as hits
V-ATPase pH: yeast V-ATPase proton transport regulation by pHLuorin. 350,000 compounds, 0.37% hits. response, % at 10 µM. S. cerevisiae, pHLuorin cytosolic pH fluorescence; in the data active means response mostly above about 7.3%, no sharp cut-off; inactive means mostly below about 5.4%; further: actives read high; inactives centre near 0; some compounds called inactive have numbers as strong as hits; reference of the scale not given here
DAGLB inhibitor: diacylglycerol lipase beta (human) inhibition; Q8NCG7; HEK293T DAGLB membrane lysate, EnzChek fluorogenic substrate; inhibition, % at 5.17 µM; 340,000 compounds, 0.059% hits; in the data active means inhibition above about 34%;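 further: 0% = enzyme with vehicle and 100% = wells lacking enzyme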
Target sequence (Q8NCG7 whole entry, looked up): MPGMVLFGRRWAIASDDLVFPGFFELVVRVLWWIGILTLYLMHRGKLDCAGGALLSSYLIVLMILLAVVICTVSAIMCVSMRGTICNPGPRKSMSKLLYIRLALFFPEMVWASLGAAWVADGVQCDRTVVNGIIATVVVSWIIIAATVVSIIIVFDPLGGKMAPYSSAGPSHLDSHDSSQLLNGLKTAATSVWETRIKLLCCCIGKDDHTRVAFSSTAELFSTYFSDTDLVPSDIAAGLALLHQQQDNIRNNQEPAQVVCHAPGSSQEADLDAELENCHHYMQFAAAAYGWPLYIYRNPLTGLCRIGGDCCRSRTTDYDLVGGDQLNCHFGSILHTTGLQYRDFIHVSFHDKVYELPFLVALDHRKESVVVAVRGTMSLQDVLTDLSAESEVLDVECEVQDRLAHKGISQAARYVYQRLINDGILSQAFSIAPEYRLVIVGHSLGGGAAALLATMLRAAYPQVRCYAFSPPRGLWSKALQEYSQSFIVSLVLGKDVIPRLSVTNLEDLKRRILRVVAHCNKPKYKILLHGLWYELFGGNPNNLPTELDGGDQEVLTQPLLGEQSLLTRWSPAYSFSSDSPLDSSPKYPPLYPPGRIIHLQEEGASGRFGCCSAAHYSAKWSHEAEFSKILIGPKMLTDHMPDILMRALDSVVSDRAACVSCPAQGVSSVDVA
HTR5A ag ctr: activates human HTR5A in OPRM1-OPRD1 agonist counter-screen; P47898; HTR5A agonist assay, luminescence, cell-based; 340,000 compounds, 0.61% hits; activation, % at 9.3 µM; in the data active means activation mostly above about 9.5%, no sharp cut-off; inactive means mostly below about 7.6%;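 further: 0% = cells with vehicle only and 100% = reference agonist; strong numbers were not always called active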
OPRM1-OPRD1 ag: agonists of human mu-delta opioid receptor heterodimerization. P35372+P41143. cells, OPRM1-OPRD1 heterodimerization, luminescence. activation, % at 9.3 µM. 340,000 compounds, 0.3% hits; in the data active means activation above about 18%;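 further: 0% = vehicle-treated cells and 100% = reference agonist; values of inactives mirror those of a sister screen read the other way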
PKA-R1A act: activates the PKA-R1A holoenzyme complex; P00514+P68181; PKA-R1A dissociation, Cy5-IP20 fluorescence polarization; scaled: DMSO 0%, 113 µM cGMP 100%; activation, % at 11.4 µM; 340,000 compounds, 0.083% hits; AID 504707;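 active means percent activation above the mean of all tested compounds plus 3 SD, cut at about 19% in these data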;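 further: higher means more PKAc released from R1A so a rise in polarization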
* marks the source's active call; other numbers are inactive results; / = no result given.

SMILES | PKA-R2B act | MOR-DOR inv ag | HTR5A inv ctr | Arrestin-AP2 inh | DSG3 Ab inh | V-ATPase pH | DAGLB inhibitor | HTR5A ag ctr | OPRM1-OPRD1 ag | PKA-R1A act
COc1ccc(OC)c(/C=C/C(=O)OCC(=O)Nc2cccc(C(C)=O)c2)c1 | -16 | 8 | -7 | -1 | 103 | 0 | -2 | 1 | -1.5 | -3
CCOC(=O)c1c(CSC(=N)N)n(-c2ccccc2)c2cc(Br)c(OC(C)=O)cc12 | 7 | -6 | 2 | 8 | 128 | -4 | -13 | 3 | 1.1 | -8
CC(=O)Nc1ccc(S(=O)(=O)NCC(=O)NCCc2ccc(S(N)(=O)=O)cc2)cc1 | 1 | 6 | -14 | 0 | 104 | 1 | 1 | 4 | -1.1 | 8
O=C(CSc1nnc(-c2ccco2)n1Cc1ccccc1)c1ccccc1 | 1 | 13 | 17 | -1 | 105 | -3 | 2 | -4 | -2.9 | 1
CCOc1ccc(N(C(C)=O)c2nc(C)cc(C)c2C#N)cc1 | 2 | 13 | 1 | -5 | / | 0 | -2 | 0 | -3.0 | 3
CC(C)(C)OC(=O)N1CCC(NC(=O)c2ncn(Cc3ccccc3)c2C(=O)NC2CCN(C(=O)OC(C)(C)C)CC2)CC1 | -1 | -11 | -25 | 12 | 92 | -4 | -17 | 15* | 1.9 | 0
O=C1CCCC2=C1C(c1ccc3c(c1)OCO3)c1c([nH]n(-c3ccccc3)c1=O)N2 (configuration not stated) | -8 | 20 | -7 | 33 | 102 | -4 | 2 | -4 | -4.4 | -4
COc1ccc(CCC(=O)NNC(=O)Nc2ccc(C(C)C)cc2)cc1 | -3 | 16 | -18 | 47 | 101 | -3 | -1 | 0 | -3.0 | -7
COc1ccc(C=C(NC(=O)c2ccccc2)C(=O)O)cc1OC | 1 | 12 | 0 | 3 | 101 | 0 | 3 | 0 | -2.7 | 0
COc1ccc(NC(=O)C2Cc3ccccc3CN2C(=O)c2ccco2)cc1 (configuration not stated) | -11 | -3 | -17 | 0 | 93 | -2 | -2 | 0 | 0.5 | -10
O=C(COC(=O)CC(NC(=O)c1ccccc1Cl)c1ccccc1)Nc1cccc(F)c1 (configuration not stated) | -4 | -8 | 18 | -11 | 99 | 1 | -1 | 4 | 1.1 | -7
CC1CCN(S(=O)(=O)c2ccccc2[N+](=O)[O-])CC1 | 6 | 7 | -25 | -4 | 98 | -4 | -7 | -2 | -1.2 | 5
O=C1/C(=C\c2ccc3ccccc3c2)CCCc2ccccc21 | 3 | -7 | -5 | 0 | / | 3 | -24 | -2 | 1.2 | 2
COc1cccc(N2CCN(C(=S)Nc3ccccc3)CC2)c1 | -5 | -6 | -34 | 5 | 106 | 0 | -8 | 3 | 1.1 | 0
C=CCOC(=O)C1CC=CCC1C(=O)Oc1ccc(F)cc1F (configuration not stated) | -8 | -17 | 1 | -5 | 123 | 0 | -9 | 2 | 2.9 | -5
Cc1ccc(C)c(N2CCN(c3ncnc4c3cnn4-c3ccccc3)CC2)c1 | 0 | 9 | -11 | -5 | 97 | -3 | -2 | 4 | -1.7 | 0
CCOC(=O)CNC(=O)N1CCc2ccc(NC(=O)c3ccccc3OC)cc2C1 | -8 | 18 | -5 | 12 | 100 | -4 | 1 | 0 | -3.6 | 5
O=C(O)c1ccc(OCCCCCCOC2CCCCO2)cc1 (configuration not stated) | 0 | 16 | 6 | 0 | / | -1 | -2 | -2 | -3.4 | -4
O=C(Cn1cnc2c(cnn2-c2ccc(Cl)cc2)c1=O)N1CCN(c2ccccc2)CC1 | -11 | -43 | 3 | -1 | 96 | 2 | 2 | -1 | 9.5 | 1
CSc1nc(O)c(Nc2ccccc2)c(=O)[nH]1 | 1 | 16 | 9 | 8 | 91 | 1 | -1 | -3 | -3.1 | 1
Cc1c(C(=O)NNC(=O)c2ccccc2O)oc2ccccc12 | -10 | / | / | / | 97 | / | 7 | / | / | -19
O=C(COC(=O)[C@H](Cc1ccccc1)NC(=O)c1ccco1)Nc1ccccc1 | -5 | 14 | -12 | -6 | / | -3 | -5 | -2 | -3.8 | 9
CN1CCN(/C=N/c2sc3c(c2C#N)CCCCC3)CC1 | -19 | -5 | 26 | -2 | 110 | 0 | 0 | 1 | 0.8 | -3
O=C(NC(C1CC1)C1CC1)C1CCC(=O)N(CCCN2CCCC2=O)C1 (configuration not stated) | 2 | 11 | -2 | -11 | 103 | -1 | 2 | -4 | -2.1 | -6
CC(=O)c1ccc(OCCNS(=O)(=O)c2ccc(-n3cnnn3)cc2)cc1 | 15 | 1 | 4 | -1 | 94 | -1 | 1 | 0 | -0.1 | 3
Cc1ccc(C(CC(=O)O)NC(=O)CCNC(=O)c2ccco2)cc1 (configuration not stated) | 3 | -18 | -20 | -7 | 99 | 3 | -3 | 8 | 3.3 | 6
O=C(O)C1CCC(CNCc2ccncc2)CC1 (configuration not stated) | 2 | 7 | -12 | 19 | 98 | -1 | -2 | 3 | -1.2 | -3
Nc1c(C(=O)N2CCOCC2)sc(=S)n1-c1ccccc1 | -4 | 12 | -11 | 4 | 106 | -1 | -1 | 4 | -2.6 | -3
COc1ccc(/C=N\NC(=O)c2cc(O)c(O)c(O)c2)cc1COc1ccc(C(=O)OCC(C)C)cc1 | -4 | 8 | 0 | 12 | 84 | 1 | 12 | 0 | -1.6 | 0
COc1ccccc1-c1c(C#N)c(N)nc2c1CCc1ccccc1-2 | -3 | -39 | -1 | -1 | 101 | 3 | -5 | 6 | 7.6 | 4
CN(C)c1cccc(C(=O)OCC(=O)Nc2ccccc2-c2ccccc2)c1 | -6 | -35 | 1 | 5 | 97 | 2 | -7 | -2 | 5.1 | 11
COc1ccc(-c2nnc(SCC(=O)NC3CCCCC3)o2)cc1OC | 3 | 5 | 1 | 22 | 104 | 0 | -1 | 0 | -1.0 | -1
NS(=O)(=O)c1ccc(NC(=O)COc2ncnc3c2cnn3-c2ccccc2)cc1 | -18 | 10 | -23 | -15 | 98 | 2 | 4 | 1 | -1.8 | -12
CCc1ccc(OCC(=O)N(Cc2cccs2)C2CCS(=O)(=O)C2)cc1 (configuration not stated) | 6 | -12 | 5 | 8 | 101 | 3 | 2 | -2 | 2.0 | 2
COc1ccc(S(=O)(=O)N2CCOCC2)cc1NC(=O)Cc1sc(C)nc1-c1ccc(F)cc1 | -5 | 3 | 5 | -9 | 127 | 10 | -1 | -2 | -0.6 | -4
O=C(O)COc1ccc(/C=C/c2nc3ccc([N+](=O)[O-])cc3s2)cc1 | -11 | 15 | 12 | -1 | 93 | 1 | 1 | -1 | -2.8 | -4
O=C1NN(c2ccccc2)C(=O)/C1=C/c1ccc(-c2ccc(Cl)c(C(=O)O)c2)o1 | 1 | 26 | 4 | -1 | 113 | -2 | 3 | 0 | -5.6 | -10
Fc1ccc(CSc2nnc(-c3cnccn3)n2Cc2ccco2)cc1 | 5 | 11 | 1 | -7 | 101 | -3 | 0 | 0 | -2.2 | 6
CC(C)c1ccc(/C=C/C(=O)NC(=S)NN2CCOCC2)cc1 | -1 | 2 | -2 | 0 | 106 | 1 | -1 | 1 | -0.3 | -2
O=C(CSc1ccc(-c2ccccn2)nn1)NCc1ccc(Cl)cc1 | -12 | 15 | -12 | 33 | 103 | 7 | 0 | 4 | -2.8 | -9
O=C(C1CC1)N1CCN=C1SCc1ccc(Cl)cc1 | -4 | 10 | 25 | 3 | / | -5 | -3 | 1 | -2.1 | -2
CC(C)CN(C(=O)Cn1c(C(F)(F)F)nc2ccccc21)c1c(N)n(Cc2ccccc2)c(=O)[nH]c1=O | 5 | / | / | 2 | 111 | 6 | 0 | / | / | -13
O=C(CSc1nncs1)NC(=O)NC1CCCC1 | -8 | 9 | -1 | 9 | 96 | 3 | 2 | 1 | -2.0 | 5
OCC1CCCN(Cc2cn(Cc3ccccc3)nc2-c2cc3ccccc3o2)C1 (configuration not stated) | -4 | 5 | -14 | -3 | 130 | -2 | 1 | 2 | -1.0 | -17
FC(F)(F)c1cccc(NC(=S)NC(c2ccccc2)c2ccccc2)c1 | -12 | -43 | -2 | 28 | 116 | -2 | -6 | 6 | 8.2 | -2
COC(=O)c1cc2ccsc2n1CC(=O)Nc1ccc(N(C)C)cc1 | 3 | -6 | 9 | -3 | 98 | 3 | 0 | -4 | 0.9 | 1
O=C(/C=C/c1ccccc1[N+](=O)[O-])N1CCN(c2ccc(F)cc2)CC1 | -1 | 3 | 4 | 2 | 101 | 1 | -3 | -2 | -0.4 | -2
CCOC(=O)C(C)(C)Sc1nc2c(cnn2-c2ccc(C)cc2)c(=O)[nH]1 | -14 | 6 | 22 | -2 | 105 | -3 | 3 | 3 | -1.1 | -7
CCCCNCc1nc2ccccc2c(=O)[nH]1 | -17 | 10 | -8 | -18 | 106 | -1 | -8 | -11 | -2.1 | 3
c1coc(-c2ncc[nH]2)c1 | 1 | 13 | -5 | 13 | 112 | 0 | -2 | -3 | -3.0 | -4
O=C(NC(Cc1ccccc1)C(=O)N1CCCCCC1)c1ccccc1 (configuration not stated) | 12 | 13 | 13 | -4 | 104 | 2 | -2 | -1 | -2.6 | -3
CN(c1cccc(NC(=O)c2ccc(Cl)c(S(=O)(=O)Nc3ccccc3)c2)c1)S(C)(=O)=O | -5 | -15 | -30 | 20 | 104 | 8 | -3 | 10 | 3.0 | 6
CNC(=O)c1ccc(Nc2nnc(-c3ccc(O)cc3)c3ccccc23)cc1 | -10 | 14 | -18 | -6 | 111 | 0 | 2 | 6 | -2.8 | -5
CC(C)[C@H](NC(=O)c1ccccc1Cl)C(=O)OCC(=O)NCc1ccc2c(c1)OCO2 | -11 | 5 | -3 | 6 | 99 | 3 | 2 | 1 | -0.9 | -6
Cc1cc(C(=O)Nc2nnc(C3CCCCC3)s2)no1 | 7 | 0 | -34 | 10 | 100 | -7 | -2 | 4 | 0.0 | 15
CS(=O)(=O)c1ccc(C(=O)NCc2ccccc2F)cc1 | -10 | 2 | -6 | -9 | 100 | -2 | 2 | 2 | -0.5 | 1
Cc1ccc(S(=O)(=O)Nc2ccc(-c3nnc(SCc4ccccc4Cl)o3)cc2)cc1 | 6 | -15 | -17 | 1 | 104 | -2 | -6 | 7 | 2.7 | 5
CCC1CN(C)C2Cc3c([nH]c4ccccc34)C(=O)CC1C2C(=O)OC (configuration not stated) | 10 | 13 | 26 | 2 | 101 | 0 | -3 | 4 | -2.6 | 4
